Bioassay records as filed in PubChem BioAssay.
ANO1 block: TMEM16A chloride channel inhibitors, primary screen, cell-based, HTS. HEK293 TMEM16A/YFP iodide influx fluorescence, ionomycin. normalized B-score (activity score, 25-100; higher = stronger inhibition) at 10 µM. AID 588511, 2011. actives 1.2% (n = 310,000);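 active = ratio plate-corrected score three or more library SD toward inhibition, starting fluorescence score within five deviations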;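 note: score derived from kinetic fluorescence span divided by baseline fluorescence per well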
RGS4 pot: RGS4 potentiators or activators, primary screen, cell-based, HEK293 M3R inducible RGS4, calcium flux. carbachol calcium flux Fluo4; active compounds read low. B-score at 10 µM. actives 0.92% (n = 310,000). AID 463111, 2010;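 active = B-score of the integrated calcium signal more than 4 SD below the library mean, with starting fluorescence not abnormally high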;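 note: negative B-score means reduced calcium response which marks RGS4 activation or potentiation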
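Assay system: HEK293 FlpIn-TREx cells, stable M3R, doxycycline-inducible RGS4 / Probe or stimulus: carbachol, ECmax concentration / Times: overnight RGS4 induction, 30 min dye load 37 °C, 20 min compound RT / Signal: kinetic calcium fluorescence imaging with Fluo4-AM dye, 2 µM / Measure: Agonist-evoked peak-minus-minimum fluorescence over baseline, integrated ratio, B score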
ANO1 activ: TMEM16A chloride channel activators or potentiators, primary screen, cell-based, HTS; HEK293 TMEM16A/YFP-H148Q/I152L, iodide quench fluorescence; active compounds read low; Anoctamin-1 (Mus musculus), Q8BHY3; actives 0.3% (n = 340,000); B-score at 10 µM;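 active = fluorescence-ratio B-score plate-corrected deviation score at least 3 library SD below zero, with starting fluorescence score within 5 deviations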;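 note: channel opened by trigger with iodide after compound preincubation; score built on the fluorescence ratio of max minus min over baseline; more negative score means more quench and so TMEM16A activation or potentiation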
RGS4 inh: RGS4 inhibitors, primary screen, cell-based, HEK293 M3R inducible RGS4, calcium flux; Regulator of G-protein signaling 4 (Homo sapiens), P49798; Fluo-4 calcium flux; active compounds read high; triggered by carbachol at its EC20; B-score at 10 µM; actives 0.45% (n = 310,000);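 active = B-score, a plate-corrected calcium signal, over three deviations above library mean, with baseline fluorescence within five deviations of library mean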;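 note: RGS4 expression induced by doxycycline in cells with stable M3 receptor; B-score is computed from the integrated fluorescence ratio over baseline after carbachol; higher B-score means a larger calcium signal and so more RGS4 inhibition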
Target sequence (P49798 whole entry, looked up): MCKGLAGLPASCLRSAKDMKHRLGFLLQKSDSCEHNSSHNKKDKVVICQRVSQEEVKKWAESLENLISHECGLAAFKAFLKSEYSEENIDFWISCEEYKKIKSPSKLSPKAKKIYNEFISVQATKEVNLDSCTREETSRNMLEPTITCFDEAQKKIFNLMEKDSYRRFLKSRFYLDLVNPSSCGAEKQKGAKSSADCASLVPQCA
MrgX1 antag: antagonists of human MrgX1 receptor, primary screen, HEK293 cells, Fluo-4 calcium flux. BAM8-22 antagonism; active compounds read low. B-score at 10 µM. actives 1.3% (n = 310,000);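 active = calcium-response B-score plate-corrected more than 3 library SD below zero, starting fluorescence within 5 deviations, no agonist response on first addition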;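 note: peak minus trough fluorescence over baseline after final BAM8-22 challenge near maximal dose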
Target sequence (Q96LB2 whole entry, looked up): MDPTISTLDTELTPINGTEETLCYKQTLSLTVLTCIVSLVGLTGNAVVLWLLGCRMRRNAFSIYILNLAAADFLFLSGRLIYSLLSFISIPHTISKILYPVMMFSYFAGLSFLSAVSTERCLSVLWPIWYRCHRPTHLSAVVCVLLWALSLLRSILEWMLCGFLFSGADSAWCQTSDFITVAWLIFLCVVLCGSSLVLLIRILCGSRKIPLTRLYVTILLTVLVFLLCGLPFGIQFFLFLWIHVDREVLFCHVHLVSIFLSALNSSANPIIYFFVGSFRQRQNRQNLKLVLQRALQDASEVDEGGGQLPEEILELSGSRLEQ
TRPC6 inhibitor: mouse TRPC6 channel inhibitors, primary screen, cell-based, HEK293, membrane potential dye; AID 2553, 2010; actives 1.1% (n = 310,000); ACh-evoked depolarization; active compounds read low; B-score at 10 µM;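 active = B-score under library mean minus 3 SD, initial fluorescence not abnormally high, positive integrated signal ratio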;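 note: B-score derived from integrated fluorescence ratio over the kinetic read; more negative B-score means stronger inhibition of depolarization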
SKKanGAS inh: S. pyogenes SKKanGAS growth inhibitors in kanamycin, primary screen, streptokinase expression inhibitor project, SKKanGAS strain, BacTiter-Glo luminescence; AID 1662, 2009; inhibition, % at 7.5 µM; 6 h; actives 1.3% (n = 300,000);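 active = mean replicate score, as percent of positive control median, at least 50; inconclusive = mean below 50 but one replicate at or above 50; inactive = mean and every replicate below 50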;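 note: strain carries kanamycin resistance gene driven by streptokinase promoter and grows in 40 µg/ml kanamycin; loss of luminescence reflects streptokinase promoter inhibition or plain growth inhibition; 0% = median of DMSO wells and 100% = positive control at its reference dose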
MrgX1 ag: agonists of human MrgX1 receptor, primary screen, HEK293 cells, Fluo-4 calcium flux; Fluo-4 calcium fluorescence, agonist mode; active compounds read high; B-score at 10 µM; actives 0.44% (n = 310,000);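 active = calcium response B-score plate-corrected fluorescence ratio at least 3 library SD, with starting fluorescence B-score inside 5 SD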
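Assay system: stable human MrgX1 HEK293 cell line. Quantity: 15,000 cells per well. Schedule: cells plated overnight, dye loaded 0.5 h 37 °C, 0.5 h room temperature. Detection: Fluo-4 NW calcium-flux fluorescence, kinetic read. Read-out basis: peak-minus-minimum fluorescence over baseline, converted to B scores. Control set: positive and negative control wells on each plate.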
MrgX1 PAM: positive allosteric modulators of MrgX1, primary screen, HEK293 cells, Fluo-4 calcium flux. Mas-related G-protein coupled receptor member X1 (Homo sapiens), Q96LB2. actives 0.63% (n = 310,000). FDSS; active compounds read high. B-score at 10 µM;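 active = plate-corrected calcium response at least 3 library SD above typical, normal starting fluorescence, not activating the receptor alone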;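 note: compound read alongside a low EC10 to EC30 dose of BAM8-22 agonist; peak minus trough fluorescence over baseline measured at the second addition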
TRPC6 activator: mouse TRPC6 channel activators, primary screen, cell-based, HEK293, membrane potential dye; AID 2550, 2010; Short transient receptor potential channel 6 (Mus musculus), Q61143; HEK293-TRPC6 membrane potential dye fluorescence; active compounds read high; B-score at 10 µM; actives 0.13% (n = 310,000);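 active = B-score of the integrated fluorescence ratio above library mean plus 3 SD, and starting fluorescence ratio within library mean plus 5 SD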;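 note: higher score means more depolarization so channel activation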
HDAC3 inhib: HDAC3 deacetylase inhibitors, primary screen, biochemical, fluorescence, cell-free homogeneous | inhibition, % at 8.3 µM | Histone deacetylase 3 (Homo sapiens), O15379 | actives 0.15% (n = 320,000) | AID 2718, 2010 | recombinant HDAC3, fluorogenic peptide/trypsin coupled; in the data active = inhibition above about 26%, passing the limit was not always enough; inconclusive = no clear call, values can overlap the other calls
Target sequence (O15379 whole entry, looked up): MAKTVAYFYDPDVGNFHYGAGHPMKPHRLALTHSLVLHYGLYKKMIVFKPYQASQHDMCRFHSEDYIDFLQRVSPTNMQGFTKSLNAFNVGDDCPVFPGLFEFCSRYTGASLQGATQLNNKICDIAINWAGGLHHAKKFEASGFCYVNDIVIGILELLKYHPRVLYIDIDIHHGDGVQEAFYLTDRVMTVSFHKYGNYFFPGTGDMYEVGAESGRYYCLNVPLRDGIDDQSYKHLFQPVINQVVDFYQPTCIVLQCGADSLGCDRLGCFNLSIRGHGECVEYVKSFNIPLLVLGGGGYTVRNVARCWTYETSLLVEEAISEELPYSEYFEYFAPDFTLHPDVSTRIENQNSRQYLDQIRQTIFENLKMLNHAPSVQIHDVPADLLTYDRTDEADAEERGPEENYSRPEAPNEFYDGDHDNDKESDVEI
Starred values were filed as active, the others as inactive; i = inactive; u = inconclusive; x = no result given.

Structure	TRPC6 activator	SKKanGAS inh	ANO1 activ	TRPC6 inhibitor	ANO1 block	RGS4 inh	MrgX1 PAM	RGS4 pot	MrgX1 antag	HDAC3 inhib	MrgX1 ag
CC(C)=CCN1CCN(Cc2cn(C(C)C)c3ccccc23)CC1CCO (stereo not drawn)	i	3.7	i	i	i	i	i	i	i	-9.8	i
Oc1ccc(-c2c(-c3ccsc3)sc3ccccc23)cc1	i	108.0*	i	i	i	i	i	i	i	1.2	i
O=C(COc1ccc(Cl)cc1[N+](=O)[O-])N/N=C/c1cccs1	i	1.3	i	i	i	i	i	i	i	4.4	i
CC(/C=N/NC(=O)CN1CCN(Cc2ccc(Cl)cc2)CC1)=C\c1ccco1	i	-4.9	i	i	i	i	i	i	i	10.1	i
CCOC(=O)N1CCN=C1SCc1ccc(Cl)c(Cl)c1	i	1.8	i	i	i	i	i	i	i	8.3	i
Nc1nc[nH]c(=O)c1N=Cc1ccccc1	i	-10.8	i	i	i	i	i	i	i	-5.3	i
Cn1nccc1C(=O)N1CCc2c([nH]c3ccccc23)C1c1ccc(F)cc1 (stereo not drawn)	i	5.1	i	i	i	i	i	i	-7.28*	3.6	i
C[C@H]1CC[C@]2(O[C@@H](CCO)C[C@@H](O)[C@@H]2O)O1	i	-3.2	i	i	i	i	i	i	i	4.7	i
CC(C#Cc1c([C@@H](C)Oc2ccccc2)nnn1Cc1ccccc1)Oc1ccccc1 (stereo partly drawn)	i	6.3	i	i	i	i	i	i	i	13.5	i
FC(F)(F)c1cc(Cl)c2nnc(C(F)(F)Cl)n2c1	i	-2.8	i	i	i	i	i	i	i	0.2	i
COc1ccc(NC(=O)CN2C(=O)CSC(C)C2=O)c(OC)c1 (stereo not drawn)	i	-15.0	i	i	i	i	i	i	i	u	i
Cc1cc(OC(C)C(=O)N2C[C@H]3C[C@@H](C2)c2cccc(=O)n2C3)c2c(C)c(C)c(=O)oc2c1 (stereo partly drawn)	i	-1.4	i	i	i	i	i	i	i	-5.3	i
CCOc1ccc(NC(=O)CN2C(=O)COc3ccc(Cl)cc32)cc1	i	-3.1	i	i	i	i	i	i	i	-0.7	i
Cc1nn(CCO)c2nc(-c3cccs3)cc(C(F)(F)F)c12	i	5.9	i	i	i	i	i	i	-9.49*	-18.6	i
CC(C)NC(=O)CSc1nnc(C2CC2)n1-c1ccccc1	i	-3.2	i	i	i	i	i	i	i	1.8	i
COc1cccc(Cn2c(=O)c3ccccc3n3nc(C)cc23)c1	i	0.8	i	i	i	i	i	i	i	x	i
OCC1CCN(Cc2nc(Cc3ccccc3Cl)no2)CC1	i	0.1	i	i	i	i	i	i	i	-2.9	i
Cc1ccc(-c2csc(Cc3nc(-c4ccc5c(c4)CCC(=O)N5)cs3)n2)cc1	i	70.7*	i	i	i	i	i	i	i	-2.4	i
Cc1cccc(C(=O)NC(C(=O)Nc2nc(-c3ccccn3)cs2)C(C)C)c1 (stereo not drawn)	i	91.4*	i	i	i	i	i	i	i	0.4	i
Cc1cc(Cl)c(OCCOCCN2CCN(C)CC2)c(Br)c1	i	-4.7	i	i	i	i	i	i	i	-1.9	i
CN(C(=O)COC(=O)c1ccccc1C(=O)N1CCN(c2ccccc2)CC1)c1ccccc1	i	-9.4	i	i	i	i	i	i	i	5.5	i
O=C(O)CCCC(=O)NNC(=O)c1cccc(Br)c1	i	-0.9	i	i	i	i	i	i	i	5.0	i
Cc1cccnc1Nc1nc(-c2ccccc2)cs1	i	13.9	i	i	i	i	i	i	i	4.7	i
O=C(Nc1ccccc1F)C1CCCN1S(=O)(=O)c1cccc2nsnc12 (stereo not drawn)	i	-5.1	i	i	i	i	i	i	i	0.5	i
CC(=O)Nc1ccc(NC(=O)CCS(=O)(=O)c2ccc3c(c2)oc(=O)n3C)cc1	i	-1.4	i	i	i	i	i	i	i	-2.5	i
COc1cc(NS(=O)(=O)c2ccccc2)ccc1-n1nc(C)cc1C	i	-0.8	i	i	i	i	i	i	i	1.1	i
COC(=O)CC1SC(=O)NC1=Nc1ccc(OC)cc1 (stereo not drawn)	i	-2.1	i	i	i	i	i	i	i	0.8	i
Cc1ccc(S(=O)(=O)N2CCN(C(=O)c3cc4c(C)nn(-c5ccccc5)c4s3)CC2)cc1	i	6.3	i	i	i	i	i	i	i	-1.0	i
C/C(CC(=O)Nc1c(C)cc(C)cc1C)=N\NC(=O)c1cnccn1	i	0.3	i	i	i	i	i	i	i	1.3	i
CCCOc1ccc(/C(O)=C2/C(=O)C(=O)N(CCN(C)C)C2c2ccc(OC)c(OC)c2)cc1 (stereo not drawn)	i	1.1	i	i	i	i	i	i	i	6.1	i
N#Cc1cc2c([nH]c1=O)CCCC2	i	-6.1	i	i	i	i	i	i	i	-33.5	i
CCOc1cccc2cc(C(N)=O)c(=NCc3ccccc3)oc12	i	-7.1	i	i	i	i	i	i	i	4.9	i
O=C(c1nc(SCc2ccc([N+](=O)[O-])cc2)n2ccccc12)C(F)(F)F	i	3.8	i	i	i	i	i	i	i	0.4	i
CCC(C)c1ccc(OCCCCN2CCOCC2)cc1 (stereo not drawn)	i	9.3	i	i	i	i	i	i	i	1.6	i
Cc1cccc(OCC(=O)Nc2ccccc2C(F)(F)F)c1	i	1.1	i	i	i	i	i	i	i	5.1	i
N/C(Cn1cncn1)=N\NC(=O)c1ccc(Cl)cc1Cl	i	3.8	i	i	i	i	i	i	-4.52*	2.1	i
COc1ccc(N(CC(=O)Nc2cc(OC)ccc2OC)S(=O)(=O)c2c(C)nn(C)c2C)cc1	i	-2.1	i	i	i	i	i	i	i	1.4	i
COc1cc(-c2ncc3ccccn23)cc(OC)c1OC	i	-3.3	i	i	i	i	i	i	i	-1.1	i
COc1ccc(NCC(=O)N/N=C/c2ccc3c(c2)OCCO3)cc1	i	2.3	i	i	i	i	i	i	i	-0.3	i
CCOc1cc(-c2ccccc2)nc(N)n1	i	4.0	i	i	i	i	i	i	i	-1.2	i
C/C(=C(/NC(=O)c1ccccc1)C(=O)O)c1ccco1	i	2.4	i	i	i	i	i	i	i	-7.2	i
Cc1c(NC(=S)NC(NC(=O)C(C)C)C(Cl)(Cl)Cl)c(=O)n(-c2ccccc2)n1C (stereo not drawn)	i	1.1	i	i	i	i	i	i	i	x	i
CSc1ccc2c(c1)N(CCC1CCCCN1C)c1ccccc1S2 (stereo not drawn)	i	11.0	i	-6.01*	25*	i	i	i	i	2.9	i
O=[N+]([O-])C(=C1Nc2ccccc2N1)C(Cl)=C(Cl)Cl	i	-4.1	i	i	i	i	i	i	i	4.6	i
O=C(NCC(c1cccnc1)N1CCN(c2ccccc2F)CC1)c1ccccc1 (stereo not drawn)	i	-1.1	i	i	i	i	i	i	i	x	i
CCn1c(SCC(=O)NNC(=O)c2ccc(OC)cc2)nnc1C1CC1	i	1.2	i	i	i	i	i	i	i	5.7	i
COC(=O)c1cc(C(=O)N2CCN(c3ccccc3OC)CC2)cc([N+](=O)[O-])c1	i	1.5	i	i	i	i	i	i	i	0.1	i
COCCNC(=O)c1ccc(S(=O)(=O)c2ccc(Cl)cc2)c(NC(C)=O)c1	i	-0.2	i	i	i	i	i	i	i	-2.4	i
CCCNS(=O)(=O)c1ccc(OCC(=O)OC)cc1	i	4.9	i	i	i	i	i	i	i	-8.4	i
Cc1ccc(C(=O)COC(=O)CSc2cccc3cccnc23)c(C)c1	i	14.4	i	i	i	i	i	i	i	0.8	i

(listing goes on)
Structure	TRPC6 activator	SKKanGAS inh	ANO1 activ	TRPC6 inhibitor	ANO1 block	RGS4 inh	MrgX1 PAM	RGS4 pot	MrgX1 antag	HDAC3 inhib	MrgX1 ag
COC(=O)C1=C(CSc2nncn2C)NC(=O)NC1c1ccc(F)cc1 (stereo not drawn)	i	3.2	i	i	i	i	i	i	i	0.5	i
COc1cc(CNC2CCCCCC2)cc(OC)c1	i	-3.9	i	i	i	i	i	i	i	-0.7	i
O=C(NCCC1CCCCN1S(=O)(=O)c1ccccc1)C(=O)NC1CC1 (stereo not drawn)	i	-11.0	i	i	i	i	i	i	i	x	i
C=Cc1cccc(NC(=O)c2ccc(NC(=O)c3ccco3)cc2)c1	i	22.5	i	i	i	i	i	i	i	9.2	i
O=S(=O)(N/N=C/c1ccc(F)cc1)c1ccccc1	i	15.4	i	i	25*	i	i	i	i	-2.2	i
Cc1cc(C(=O)N/N=C/c2ccco2)c2ccccc2n1	i	-2.8	i	i	i	i	i	i	i	3.7	i
COc1ccc2c(c1)C(C1=C(O)CC(C)(C)CC1=O)C1=C(CC(C)(C)CC1=O)O2 (stereo not drawn)	i	-1.5	i	i	i	i	i	i	i	6.6	i
NCCc1c(-c2ccccc2)n(-c2ccccc2)c2ccccc12	i	-1.4	i	i	x	i	x	i	x	x	x
Cc1cc(NC(=O)CSCC(=O)Nc2nc3c(C)cccc3s2)no1	i	-4.4	i	i	i	i	i	i	i	2.9	i
CC(=O)c1sc(NC(=O)c2cccc(C)c2)nc1C	i	-6.3	i	i	i	i	i	i	i	-1.7	i
CCOC(CNC(=O)c1cccn2c(=O)c3c(C)c(C)sc3nc12)OCC	i	0.0	i	i	i	i	i	i	i	-5.9	i
COc1ccccc1N1CCN(c2nccc(C)n2)CC1	i	13.7	i	i	i	i	i	i	i	5.3	i
COC(=O)CNC(=O)C1CCCN1C(=O)CNC(=O)OCc1ccccc1 (stereo not drawn)	i	-0.7	i	i	i	i	i	i	i	-5.1	i
C=CCOn1c(-n2nc(C)cc2C)nc2ccccc2c1=O	i	-2.9	i	i	i	i	i	i	i	6.1	i
